Pf gametocyte: inhibitors of late stage P. falciparum gametocyte viability | AID 743093 | inhibition, % at 10.9 µM | 0.065% of 150,000 active | P. falciparum stage V gametocytes, ATP luminescence, 24 h;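 active = inhibition above the mean plus 3 SD of compounds within the control limits, set per campaign, cut at about 38% in these data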;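 note: 0% = DMSO wells and 100% = medium only without gametocytes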
The depositor's hits bear a star. An excerpt, so the mix of outcomes need not match the whole.

SMILES	Pf gametocyte
C=CCOC(=O)C1=C[C@H](C2CCCCC2)C[C@H](OCc2ccc(CO)cc2)O1	15
CC1(C)CC(=O)N(c2cccc(C(F)(F)F)c2)C(=O)C1	-22
COC(=O)c1ccccc1NC(=O)Cn1cnc([N+](=O)[O-])c1	-3
c1ccc(-c2ccc(-c3ccncn3)cc2)cc1	-3
O=C(c1cccc(Br)c1)N1CCCc2ccccc21	7
CCCc1[nH]c2ccc(C(=O)OC)cc2c1CCC	-1
COc1ccccc1C(=O)NNC(=O)c1cccc(Br)c1	-125
Cc1cc(C2=CC(=O)C[C@H](c3ccc4c(c3)OCO4)C2)ccc1F	7
CCCCc1ccc(NC(=S)N2CCN(C)CC2)cc1	-3
C#CCOCCOCCOCCNc1nc(N2CCN(C(=O)C([C@@H](C)O)n3cc([C@@H](N)CCCCN)nn3)CC2)nc(N2CCN(C(=O)[C@H](CCC(=O)O)n3cc([C@@H](N)CCCCN)nn3)CC2)n1 (stereo partly specified)	9
COc1cc2ccccc2cc1C(=O)Nc1ccc(Cl)cn1	3
COc1ccc(C(=O)N2CCN(c3ncccn3)CC2)cc1[N+](=O)[O-]	11
COCc1nc2ccccc2n1CCc1ccccc1	6
COC(=O)[C@@H]1CC[C@@](C)(c2ccc(OC)cc2)C1(C)C	-9
COc1cc(C(=O)Nc2ccc(S(=O)(=O)Nc3cnc4ccccc4n3)cc2)cc(OC)c1OC	13
CC(C)C[C@H](NC(=O)c1nc[nH]c1C(=O)NCc1ccc(CNC(=O)OC(C)(C)C)cc1)C(=O)OC(C)(C)C	1
C=C(C)c1cccc(C(C)(C)NC(=O)Nc2cccnc2)c1	7
CCOc1ccc(-n2c(SCC(=O)O)nc3sc4c(c3c2=O)CCCC4)cc1	0
CCOc1ccccc1C(=O)Oc1ccc2ccc(=O)oc2c1	7
CCN(C(=O)CCCCC(=O)N(CC)c1ccccc1)c1ccccc1	-4
COc1ccc(Cl)cc1N(CC(=O)NCCSCc1ccccc1)S(C)(=O)=O	1
CCn1nc(Cc2cccc3ccccc23)c(C#N)c1N	5
Cc1cccc(NC(=O)CCCc2ccccc2)c1C	11
COc1ccc(C2=NOC(Cn3nc(C(=O)NCc4cccc(C(F)(F)F)c4)cc3-c3ccccc3)C2)cc1 (stereo unspecified)	26

5 structures from above, arranged by molar mass, lowest first.
SMILES	Pf gametocyte
CCCCc1ccc(NC(=S)N2CCN(C)CC2)cc1	-3
C=C(C)c1cccc(C(C)(C)NC(=O)Nc2cccnc2)c1	7
COC(=O)c1ccccc1NC(=O)Cn1cnc([N+](=O)[O-])c1	-3
Cc1cc(C2=CC(=O)C[C@H](c3ccc4c(c3)OCO4)C2)ccc1F	7
C#CCOCCOCCOCCNc1nc(N2CCN(C(=O)C([C@@H](C)O)n3cc([C@@H](N)CCCCN)nn3)CC2)nc(N2CCN(C(=O)[C@H](CCC(=O)O)n3cc([C@@H](N)CCCCN)nn3)CC2)n1 (stereo partly specified)	9

More compounds follow.
SMILES	Pf gametocyte
COc1ccccc1NC(=O)CSc1nnc(-c2ccc(C)cc2)o1	-13
O=C(c1ccc(NC(=O)C(c2ccccc2)c2ccccc2)cc1)c1ccc(C(=O)O)c(C(=O)O)c1	-15
O=[N+]([O-])c1ccc2c(c1)nnn2-c1ccccc1	-5
COc1ccc(CNC(=S)Nc2cccc(OC)c2)cc1	7
O=C1C(=O)N(c2ccccn2)C(c2ccc(Br)cc2)/C1=C(/O)c1ccc(Br)cc1 (stereo unspecified)	-14
COC(=O)C1SCCN1S(=O)(=O)c1ccc(Cl)cc1 (stereo unspecified)	5
CC(=O)N(C)c1ccc(NC(=O)Cc2cccs2)cc1	-4
CC1(c2nnc(Cc3ccccc3)o2)CC(c2ccc(F)cc2)=NO1 (stereo unspecified)	-1
Cc1cc(=O)c2cc(NC(=O)c3ccccc3Cl)ccc2[nH]1	-6
CC1=C(C(=O)OC(C)(C)C)C(c2ccc(Br)cc2)NC(=O)N1CCCC(=O)O (stereo unspecified)	-2
CSCCCN1CCCC(CO)(Cc2ccc(F)cc2)C1 (stereo unspecified)	12
NC(=O)COc1cc2oc(=O)c3c(c2cc1Cl)CCCC3	13
O=C(O)C1C2CCC(O2)C1C(=O)Nc1ccccc1Br (stereo unspecified)	6
CCn1c(NCc2cc(OC)c(OC)c(OC)c2)nc2ccccc21	3
COc1ccc(CN(C)CC2CCCN(CCc3ccccc3C)C2)cc1O (stereo unspecified)	8
Cc1ccc2c(c1)C(=O)C(=O)N2Cc1ccc(Br)cc1	8
CC(C)(C#CC(O)(c1ccccc1)c1ccccc1)N1CCCCC1	-12
CCCn1cnc2scc(-c3ccc(C)c(C)c3)c2c1=O	-9
Cc1noc(C)c1S(=O)(=O)N(C)C[C@H]1Oc2ccc(NC(=O)Cc3ccccc3)cc2C(=O)N([C@H](C)CO)C[C@@H]1C	0
COc1cc(OC)cc(-c2c(C#Cc3ccsc3)c3cc(-c4cccc5[nH]ccc45)ccc3n2C)c1	-9
COc1ncccc1-c1nnn(-c2ccccc2Br)n1	-41
O=C1C=C(c2ccc3ccccc3c2)C[C@@H](c2ccc(F)cc2)C1	-27
COC(=O)C1=C(C)N(Cc2ccccc2)C(=NCc2ccc3c(c2)OCO3)N[C@H]1c1ccccc1	-8
C[C@@H]1O[C@@H](O[C@@H]2[C@@H](O)[C@H](OCCc3ccc(O)c(O)c3)O[C@H](CO)[C@H]2OC(=O)/C=C/c2ccc(O)c(O)c2)[C@H](O)[C@H](O)[C@H]1O	12
CCn1cc(CN2CCN(CCC(C)C)C(CCO)C2)c2ccccc21 (stereo unspecified)	-3
C/C(=N/Nc1nc(C)c(C)s1)c1cccc([N+](=O)[O-])c1	-16
O=C1CCN(CCc2ccccc2)CCN1[C@H](CSc1ccccc1)Cc1ccccc1	-15
COc1ccc(N2C(=O)C(Cl)=C(N3CCOCC3)C2=O)cc1	17
COc1ccc(C(=O)C2CCCN(Cc3cc(C)c(O)c(C)c3)C2)c(OC)c1 (stereo unspecified)	23
CSc1cccc(NC(=S)NC(=O)c2cccnc2)c1	-4
COc1ccc(C(=O)Nc2cccc3c2CCCC3)cc1OC	-4
Cc1ccccc1CN1[C@@H]2c3ccccc3C[C@@H]2OCCS1(=O)=O	-22
CCC/C(C#Cc1ccc(N(C)C)cc1)=C1/c2ccccc2C(=O)N1c1ccccc1	24
CN1C[C@@H]2[C@@H]3C(=O)N(Cc4ccccc4)C(=O)[C@@H]3[C@](Cc3ccccc3)(C1=O)N2C(=O)c1ccc(Cl)c(Cl)c1	24
Cc1c(C(c2ccccc2)c2c(C)n(C)n(-c3ccccc3)c2=O)c(=O)n(-c2ccccc2)n1C	1
O=C(NN=C1CCCC1)c1ccc(Br)cc1	17

Pulled by compound from above, four records:
SMILES	Pf gametocyte
COc1cc(OC)cc(-c2c(C#Cc3ccsc3)c3cc(-c4cccc5[nH]ccc45)ccc3n2C)c1	-9
O=C(c1cccc(Br)c1)N1CCCc2ccccc21	7
CSCCCN1CCCC(CO)(Cc2ccc(F)cc2)C1 (stereo unspecified)	12
O=C1C(=O)N(c2ccccn2)C(c2ccc(Br)cc2)/C1=C(/O)c1ccc(Br)cc1 (stereo unspecified)	-14

Additional results:
SMILES	Pf gametocyte
O=C1[C@H](Cc2ccccc2)NCCCC[C@@H](c2ccc(Cl)cc2)N1Cc1ccccc1	-12
COc1ccc(C2=Nn3c(nnc3-c3ccccc3Cl)SC2)cc1OC1CCCC1	8
S=c1[nH]nc(COc2ccc(Cl)cc2)n1-c1ccccc1	2
CCc1ccc(OCCCCCn2ccnc2)cc1	22
CCCC(=O)Nc1cc(OC)c(NC(=S)Nc2ccc(CC)cc2)cc1OC	-7
CON(C)c1nc(C2CCCCC2)c2cc(C)ccc2n1	25
COc1ccc(N2C(=O)CC(c3ccccc3)CC2=O)cc1	-2
COc1ccc(S(=O)(=O)Nc2ccc3c(c2)C(=O)N([C@H](C)CO)C[C@H](C)[C@@H](CN(C)C(=O)Nc2ccccc2)O3)cc1	8
C=CCn1c(SCC(=O)c2ccc(O)c(O)c2)nnc1-c1cccc(OC)c1	-4
COC(=O)[C@H](Cc1ccccc1)NC(=O)Cn1ccc(NC(=O)OCc2ccccc2)nc1=O	-53
Cc1ccc([N+](=O)[O-])cc1NC(=O)CNC1CCCCC1	7
O=c1n(Cc2ccccc2Cl)c2sc3c(c2c2ncnn12)CCCC3	14
Cc1ccc(S(=O)(=O)Nc2nnc(C(C)(C)C)s2)cc1	-3
C=C(C(=O)Nc1ccccc1)c1ccc(C)cc1	15
N#C/C(=C\c1cccc(OCC(=O)O)c1)c1nc2ccccc2[nH]1	-1
CCN(CC)CC(=O)Nc1sc(C)cc1C(=O)c1ccc(C)cc1	-14
O=C(O)Cn1nc(-c2ccccc2)cc1-c1ccccc1	-1
CCCNC(=O)c1ccccc1N1CCN(CCCCN2C(=O)C3CCCCN3C2=O)CC1 (stereo unspecified)	-10
O=C1NC(Cc2ccccc2)c2nc3cc(Cl)ccc3c(=O)n2-c2ccccc21 (stereo unspecified)	-6
Cc1cc(C)c(NC(=O)CSc2nc3ccc(NC(=O)CSc4nnnn4Cc4ccccc4)cc3s2)c(C)c1	8
CCNC(=O)c1c(NC(=O)c2cc(-c3cc(C)cc(C)c3O)n[nH]2)sc2c1CCCC2	2
COc1ccc(S(=O)(=O)N2CCN(Cc3cccc(F)c3)CC2)cc1	10
Cc1ccc(C(=O)O/N=C(\N)c2ccccn2)cc1C	12
COc1ccc2cc(C=O)n(C)c2c1	7

A different layout for 4 compounds above.
compound | Pf gametocyte
Cc1ccc(S(=O)(=O)Nc2nnc(C(C)(C)C)s2)cc1 | -3
C=C(C(=O)Nc1ccccc1)c1ccc(C)cc1 | 15
N#C/C(=C\c1cccc(OCC(=O)O)c1)c1nc2ccccc2[nH]1 | -1
CCN(CC)CC(=O)Nc1sc(C)cc1C(=O)c1ccc(C)cc1 | -14

(cont.)
SMILES	Pf gametocyte
COc1ccc(S(=O)(=O)Oc2c(OC)cc(C(=S)N3CCOCC3)cc2OC)cc1	7
COc1cc([C@@H]2CC=C(C(=O)O)CN2S(=O)(=O)c2ccc(C)cc2)cc(OC)c1OC	-12
COc1ccc(-c2cc(CC3(C(=O)O)CCN(C(=O)OC(C)(C)C)CC3)on2)c(OC)c1	9
c1csc(CNc2ncnc3sccc23)c1	25
CN1c2ccccc2Sc2cc(N)ccc21	-5
Cc1cccn(Cc2c(Cl)cccc2Cl)c1=O	21
Cc1cnc(C(=O)Nc2cccc3ncccc23)cn1	-21
COc1ccc(C(=O)OCC#CCSc2nnc(-c3cccc4ccccc34)o2)cc1	-12
COC(=O)c1cn(C(=O)c2cc(Cl)ccc2Cl)c2ccccc12	8
O=C(Nc1ccc2c(c1)OCO2)O[C@@H]1C[C@H]2CCC(=O)N3CC[C@@H](C1)[C@@H]23	-16
O=Cc1cn(CCOc2ccccc2F)c2ccccc12	8
O=C1c2ccccc2C(=O)N1CCc1ccccc1	-5
OCCCNc1nc(-c2ccccc2)c2cc(Cl)ccc2n1	-47
CC(NC(=O)CCN1C(=O)c2ccccc2C1=O)c1ccccc1 (stereo unspecified)	8
CN(C)CCCN(C(=O)c1nc2ccccc2s1)c1nc2ccc(F)cc2s1	8
COc1cnn(-c2cccc(C(F)(F)F)c2)c(=O)c1Cl	3
Cc1cccc(C)c1NC(=O)c1cccc(C(=O)Nc2c(C)cccc2C)n1	-12
C=CC1=C2C=C(C3CC3)N(C3CC3)C=C2C(=O)C(C)(OC(=O)c2ccco2)C1=O (stereo unspecified)	-20
O=C(O)Cn1nc(-c2ccccc2)ccc1=O	-9
CS(=O)(=O)N(CC(=O)N1CCc2ccccc2C1)c1ccccc1F	4
CC(=O)CCc1ccc(OCCCOc2cccc3cccnc23)cc1	2
S=C(NCCCN1CCOCC1)N1CCN(c2ccccc2)CC1	13
O=C1C2CCCN2C(=S)N1C1CCCCC1 (stereo unspecified)	18
c1ccc(Sc2ccccc2CN2CCCC2)cc1	-7
CC(C)(C)Cc1nnc(NS(C)(=O)=O)s1	-31
COc1ccc2c(c1)C(=O)CC(c1ccc(OC)c(OC)c1)O2 (stereo unspecified)	4
CC(CN1CCCC1)OC(=O)c1ccccc1Cl (stereo unspecified)	-15
COc1ccc(CN2CCN(C(=O)c3ccco3)CC2)c(OC)c1OC	-20
CC(=O)N1N=C(c2cccc(O)c2)CC1c1cccs1 (stereo unspecified)	-4
CCN(CC)CCCN1C=C2C(=O)C(C)(OC(=O)CCC(=O)OC)C(=O)C(Br)=C2C=C1c1ccc(OC)cc1 (stereo unspecified)	-15
OCCOCCn1c(CCNc2nc(-c3ccc(F)cc3)cs2)nc2cc(C(F)(F)F)ccc21	-13
CCOc1ccc(NC(=O)c2ccccc2-c2ccccc2C(=O)O)cc1	0
Cc1sc2nc(SCC(=O)NCCCO)n(-c3ccccc3)c(=O)c2c1C	13
CC(=C/c1ccccc1)/C=N/n1c(C)n[nH]c1=S	14
CCOC(=O)CNC(=O)N1CCC(CCOc2ccccc2)(C(=O)OCC)CC1	-3
C[C@H](CO)N1C[C@H](C)[C@@H](CN(C)Cc2ccc(Oc3ccccc3)cc2)Oc2ccc(NC(=O)Cn3cnnn3)cc2C1=O	14
CC(C(=O)Nc1ccccn1)(c1ccccc1)c1ccccc1	17
COC(=O)C1=C(C)N(CCCC(=O)O)C(=O)NC1c1ccccc1OS(=O)(=O)c1ccccc1[N+](=O)[O-] (stereo unspecified)	-18
Cc1ccc(NC(=S)NCc2ccc(Cl)cc2)c(C)c1	-21
COC(=O)c1ccc(OC)c(Cn2c(=O)n(C)c(=O)c3ccccc32)c1	-1
CN1CCC(OC(=O)c2cc3cc(Cl)cc(Cl)c3oc2=O)CC1	0

Screening data: PubChem, The Scripps Research Institute Molecular Screening Center
